Screening results as filed in PubChem.
hIAP inh: human IAP inhibitors, primary screen, biochemical, luminescence, uHTS | inhibition, % at 10 µM | hit rate 0.12% among 330,000 | purified IAP, CDP-Star luminescence, 30 min;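 active = inhibition reaching a set limit with compound at 10 µM in the primary screen, cut at about 35% in these data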;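 note: plate controls were DMSO wells with enzyme for no effect and no-enzyme buffer wells for full effect; values of inactives mirror those of a sister screen read the other way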
Target sequence (P09923 whole entry, looked up): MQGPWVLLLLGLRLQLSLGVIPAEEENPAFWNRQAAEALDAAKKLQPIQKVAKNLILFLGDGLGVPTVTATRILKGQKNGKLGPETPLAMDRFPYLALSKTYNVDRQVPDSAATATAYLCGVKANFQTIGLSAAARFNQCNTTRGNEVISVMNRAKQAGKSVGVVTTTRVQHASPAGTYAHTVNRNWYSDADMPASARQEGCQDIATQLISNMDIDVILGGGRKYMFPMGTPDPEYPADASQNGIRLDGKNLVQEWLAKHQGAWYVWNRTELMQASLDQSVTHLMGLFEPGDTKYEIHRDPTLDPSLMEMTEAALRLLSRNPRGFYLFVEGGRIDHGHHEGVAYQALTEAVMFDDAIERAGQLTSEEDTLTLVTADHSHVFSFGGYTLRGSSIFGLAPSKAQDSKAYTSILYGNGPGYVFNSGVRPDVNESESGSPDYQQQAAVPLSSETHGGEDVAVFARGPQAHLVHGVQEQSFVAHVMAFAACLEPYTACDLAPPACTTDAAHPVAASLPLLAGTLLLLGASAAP
APOBEC3A inh: APOBEC3A ssDNA deaminase inhibitors, primary screen, selectivity assay for APOBEC3G inhibitor project, biochemical, FAM/TAMRA oligo cleavage fluorescence; recombinant A3A, FAM/TAMRA ssDNA deamination fluorescence; DNA dC->dU-editing enzyme APOBEC-3A (Homo sapiens), P31941; inhibition, % at 20 µM; AID 493011, 2011; hit rate 0.41% among 330,000;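 active = at least 40% inhibition at 20 µM here, with at most 30% in a related deaminase screen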;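 note: plate controls were A3A with DMSO for no effect and wells lacking A3A enzyme for full effect; some results filed as inactive read as strong as hits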
Target sequence (P31941 whole entry, looked up): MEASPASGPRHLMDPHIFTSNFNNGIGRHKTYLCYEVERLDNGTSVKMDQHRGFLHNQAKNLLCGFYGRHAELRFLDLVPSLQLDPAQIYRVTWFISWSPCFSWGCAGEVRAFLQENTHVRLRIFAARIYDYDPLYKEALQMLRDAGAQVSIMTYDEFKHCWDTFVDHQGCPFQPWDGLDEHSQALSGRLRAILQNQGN
HKDC1 inh: HKDC1 hexokinase inhibitors, primary screen, biochemical, fluorescence, uHTS | recombinant HKDC1, G6PDH/diaphorase resazurin coupled fluorescence | Q2TB90 | hit rate 0.16% among 340,000 | AID 493160, 2011 | inhibition, % at 20 µM;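 active = inhibition above about 35% when tested at 20 µM, limit read from the data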;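 note: plate controls were DMSO wells with enzyme for no effect and DMSO wells lacking enzyme for full effect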
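Test system: recombinant HKDC1 (HK5) hexokinase enzyme, produced in-house / Doses: 20 µM test compound, 1% DMSO / Timing: 90 min, room temperature / Detection: G6PDH/diaphorase-coupled fluorescence, 1 mM NADP, 100 µM resazurin, 525/613 nm / Control set: DMSO wells with and without enzyme mix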
PfG6PD inh: PfG6PD enzyme inhibitors, primary screen, biochemical, fluorescence intensity, uHTS | glucose-6-phosphate dehydrogenase-6-phosphogluconolactonase (Plasmodium falciparum 3D7) | PfGluPho enzyme, NADPH resazurin-diaphorase fluorescence | inhibition, % at 20 µM | hit rate 0.78% among 350,000 | AID 504690, 2011;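 active = inhibition reaching at least a set limit at 20 µM in the primary screen, cut at about 59% in these data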;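 note: 0% = DMSO wells with substrate and 100% = DMSO wells lacking glucose-6-phosphate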
hIAP act: human IAP activators, primary screen, biochemical, luminescence, uHTS | hit rate 0.16% among 330,000 | Intestinal-type alkaline phosphatase (Homo sapiens), P09923 | purified human IAP, CDP-Star luminescence, 30 min; active compounds read high; 1 = vehicle-only enzyme, 0 = enzyme-free background | activation factor at 10 µM;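 active = activation factor of the enzyme at least 2-fold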; note: the source names both 10 and 20 µM as test concentration; values of inactives mirror those of a sister screen read the other way
mIAP inh: inhibitors of mouse IAP, primary screen, biochemical, luminescence, uHTS; intestinal alkaline phosphatase [Mus musculus]; purified mouse IAP, CDP-Star luminescence, 30 min; inhibition, % at 10 µM; hit rate 0.2% among 330,000;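 active = inhibition of at least 40% at 10 µM in the primary screen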;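 note: plate controls were DMSO with enzyme for no effect and no enzyme wells for full effect; values of inactives mirror those of a sister screen read the other way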
mIAP activ: activators of mouse IAP, primary screen, biochemical, luminescence, uHTS. intestinal alkaline phosphatase [Mus musculus]. muIAP, CDP-Star luminescence, 30 min; active compounds read high; 1 = vehicle-only enzyme signal, 0 = enzyme-free wells. activation factor at 10 µM. hit rate 0.24% among 330,000. AID 2805, 2010;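 active = activation factor of at least 2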; note: the source names both 10 and 20 µM as test concentration; values of inactives mirror those of a sister screen read the other way
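Assay system: mouse IAP enzyme / Compound: DMSO-dissolved test compounds / Timing: 30 min, room temperature / Measured by: luminescence from enzymatic CDP-Star hydrolysis / Control set: DMSO-only wells, enzyme-free buffer wells as negative control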
ATG4B inhibitor: ATG4B protease inhibitors, primary screen, biochemical, fluorescence, uHTS; inhibition, % at 8.33 µM; ATG4B cleavage of LC3-PLA2, NBD-HPC fluorescence, 1 h; hit rate 0.51% among 340,000; in the data active = inhibition above about 40%
Starred values were filed as active, the others as inactive.

SMILES	hIAP inh	APOBEC3A inh	HKDC1 inh	PfG6PD inh	hIAP act	mIAP inh	mIAP activ	ATG4B inhibitor
CCCOC(=O)CSC1=C(C#N)C(c2ccccc2OC)C(C#N)C(=O)N1 (stereo not given)	-8	0	-3	-99	1.1	9	0.91	13
C/C(=C\C(=O)c1ccccc1)Nc1ccc(N2CCOCC2)cc1	-8	-4	4	14	1.1	12	0.88	-2
COc1ccc(CCN(C)C(=O)CCCN2C(=O)c3cccc4cccc(c34)C2=O)cc1OC	2	-3	6	-20	0.98	-2	1	-7
COc1ccc(/C=N/Nc2ncc(-c3ccccc3)cn2)c(OC)c1	4	28	4	-2	0.96	5	0.95	3
Cc1cc(C)c(C(=O)COC(=O)Cn2c(C)csc2=O)cc1C	-2	-5	1	-5	1	5	0.95	2
COc1ccc(S(=O)(=O)N2CCOCC2)cc1NC(=O)CSc1nnc(C2CC2)n1C1CC1	7	-2	-4	4	0.93	4	0.96	-7
Cc1nnc(SC(C)C(=O)Nc2sc3c(c2C#N)CCCC3)[nH]c1=O (stereo not given)	-6	2	1	-19	1.1	-9	1.1	4
CC(/C=C/C=C/c1ccccc1)=N/NC(=O)CNc1ccccc1C	10	0	-11	-14	0.9	-8	1.1	-15
CCOc1ccc(CCNC(=O)Cc2ccc(S(=O)(=O)N3CCOCC3)s2)cc1OCC	3	-6	-2	17	0.97	8	0.92	-1
CCOc1ccc(S(=O)(=O)Nc2nc3ccccc3nc2Cl)cc1	4	0	-1	-25	0.96	2	0.97	3
CC(C)(C)n1nnnc1C(c1ccc(Cl)cc1)N1CCCc2ccccc21 (stereo not given)	7	-6	1	22	0.93	0	0.99	-3
Nc1ncc(-c2nnnn2-c2ccc(Cl)cc2)c(-c2ccc(Cl)cc2)n1	12	-3	1	-9	0.88	4	0.96	17
Cc1cc(C)c(NC(=O)CO/N=C2\CCCc3nonc32)c(C)c1	20	1	15	-26	0.8	2	0.98	9
CC(C)(C)NC(=O)CN(Cc1cccs1)C(=O)C1COc2ccccc2O1 (stereo not given)	14	-2	1	-9	0.86	8	0.92	-11
O=C(c1cc(-n2cnnc2)ccc1Cl)N1CCN(c2nc(-c3ccccc3)cs2)CC1	-12	-1	1	14	1.1	-3	1	-4
CN(C)S(=O)(=O)c1ccc(Cl)c(NC(=O)CN2CCNC(=O)C2)c1	-13	8	-5	-3	1.1	-4	1	-1
Cc1ccc(NC(=O)CC2C(=O)N(Cc3ccccc3)C(=S)N2NC(=O)c2ccccc2)c(C)c1 (stereo not given)	17	-1	-2	1	0.83	-3	1	-11
CC1(C)Cc2c(sc(NC(=O)C(C)(C)C)c2C#N)C(C)(C)N1	-8	-16	0	-8	1.1	6	0.94	4
COC(=O)C(C)n1cnc2c(cnn2-c2ccc(Cl)cc2)c1=O (stereo not given)	18	-1	-9	2	0.82	-2	1	-4
O=C(O)CC/C(=N\NC(=O)CNC(=O)c1cccc(Cl)c1)c1ccccc1	-24	6	-10	-17	1.2	8	0.92	2
CC1Cc2cc(/C(O)=C3/C(=O)C(=O)N(CCCN4CCOCC4)C3c3ccc(C(C)C)cc3)ccc2O1 (stereo not given)	-20	-2	-4	-10	1.2	2	0.98	-4
COc1cccc(NC(=O)c2cc([N+](=O)[O-])ccc2NC(=O)CNCC2CCCO2)c1 (stereo not given)	-38	-1	19	2	1.4	5	0.95	-15
COc1ccc(-c2ccnc(-c3ccncc3)n2)cc1	22	2	-3	3	0.79	-4	1	-6
CC(NC(=O)CN1CCCC1)c1ccccc1 (stereo not given)	16	-3	-3	-7	0.84	-2	1	-1
O=[N+]([O-])c1ccc(Cl)c(CN2CCC(O)CC2)c1	10	2	-8	-3	0.9	1	0.99	3
CCc1ccccc1Nc1cc(C(=O)NCc2ccccn2)c2ccccc2n1	5	-3	-11	13	0.95	-2	1	27
CC(=O)Nc1ccc(OCC(O)Cn2cccn2)cc1 (stereo not given)	-1	-4	-6	2	1	2	0.98	1
O=C(N/N=C\c1c(O)ccc2ccccc12)c1ccc(Cn2cccn2)o1	-33	-7	-8	-25	1.3	28	0.72	-4
O=C(Nc1ccc2c(c1)OCO2)c1ccc(N2C(=O)c3ccccc3C2=O)cc1	14	2	-9	9	0.86	0	0.99	-2
CN(C)Cc1c(C(=O)N/N=C/c2ccoc2)nnn1-c1nonc1N	-2	2	-6	10	1	-1	1	-1
CC(=O)c1cc2c(cc1NC(=O)CSc1nc3ccc(C)cc3[nH]1)OCO2	0	1	11	10	1	6	0.94	-9
C/C(=N/Nc1ncc(C(F)(F)F)cc1Cl)c1ccncc1	-12	0	0	1	1.1	0	1	-10
O=C(Nc1ccccc1)c1ccccc1OS(=O)(=O)c1ccccc1	-26	-3	1	-13	1.3	8	0.92	3
COc1ccc(N2CC(C(=O)OCC(=O)c3ccc(C)cc3)CC2=O)cc1 (stereo not given)	17	2	-9	-10	0.83	-4	1	-4
CC1(C)NC(=O)N(CCOCCSc2ccccc2)C1=O	11	4	-8	1	0.89	1	0.99	5
Cc1ccc(NC(=O)COc2cccc(Oc3ccccc3)c2)cc1S(=O)(=O)N1CCOCC1	13	-3	-1	13	0.87	-58	1.6	-11
CCCNC(=O)[C@H](Cc1c[nH]c2ccccc12)NC(=O)c1ccccc1Cl	1	5	-10	0	0.99	3	0.97	2
CC(=O)c1ccc(O[C@@H]2O[C@H](CO)[C@@H](O)[C@H](O)[C@H]2O)cc1	15	-1	0	5	0.85	1	0.99	1
Cc1cc(C(=O)Nc2ccccc2C)on1	-1	-3	0	-3	1	1	0.99	-4
CCN(CC)c1ccc2cc(C(N)=O)/c(=N\NC(=O)c3ccncc3)oc2c1	-6	-12	23	8	1.1	26	0.74	-18
CCCCc1nc2cc(C(=O)NC(C)c3cnn(C)c3)ccc2o1 (stereo not given)	-12	-1	-3	5	1.1	0	1	10
CCOC(=O)CN1C(=O)C(=O)c2cccc(C)c21	11	-2	6	6	0.89	10	0.9	2
COc1cccc(-n2nnc3c(=O)n(CC(=O)N4CCCCC4)cnc32)c1	14	-1	-6	-4	0.86	5	0.95	-10
COc1ccc2c(c1)C(=O)C(=O)N2CC1COc2ccccc2O1 (stereo not given)	4	-4	27	53	0.96	-4	1	-4
C[C@@H](NC(=O)c1nc[nH]c1C(=O)N[C@@H](Cc1ccccc1)C(=O)OC(C)(C)C)c1ccccc1	-30	1	-4	14	1.3	-1	1	-3
Cc1sc2nc(SCC(=O)C(C)(C)C)n(Cc3ccco3)c(=O)c2c1C	-3	1	2	24	1	0	1	0
O=C(O)c1cc(-c2ccco2)nc2ccccc12	5	83	9	5	0.95	11	0.89	3
O=C1c2ccccc2C(Nc2ccc(F)cc2F)N1CCN1CCOCC1 (stereo not given)	11	-2	-2	3	0.89	-1	1	-9
O=c1c2ccccc2nc2ccccn12	5	2	4	1	0.95	-3	1	-6
Cn1c(SCC(=O)Nc2ccc(N3CCOCC3)cc2)nnc1-c1ccccc1	-24	-3	-7	1	1.2	-10	1.1	5
CC(C)n1cc(/C=N/Nc2ccc(C(=O)O)cc2)c2ccccc21	-10	-2	9	-7	1.1	0	1	-8
CCCCN(C(=O)c1cccc(S(=O)(=O)N2CCN(Cc3ccccc3)CC2)c1)c1ccccc1	-1	8	2	15	1	10	0.9	1
Cc1cc(C)c(C(=O)CN2C(=O)NC3(CCCCC3)C2=O)cc1C	1	1	-1	0	0.99	9	0.91	-2
O=C(CCC(=O)Nc1ccccc1)NNC(=O)CCc1ccccc1	-16	-1	-2	9	1.2	30	0.7	-5
CCc1nc2n(n1)C(O)c1cc([N+](=O)[O-])ccc1S2 (stereo not given)	11	2	-2	-1	0.89	2	0.98	-8
CCOc1ccc(C(=O)c2ccncc2)cc1	-32	6	-1	-5	1.3	-3	1	1
CCOC(=O)N1CCC(c2cc(=O)n3[nH]ccc3n2)CC1	-6	-3	3	17	1.1	-7	1.1	3
O=C(COC(=O)c1cc[n+]([O-])cc1)NCCc1ccc(Cl)cc1Cl	2	2	-12	22	0.98	-2	1	-9
O=S(=O)(c1ccc(F)cc1)N1CCN(C(=S)NCc2ccccc2)CC1	-4	5	-1	1	1	8	0.92	-1
CCOC(=O)c1ccccc1NC(=O)C1CC(=O)N(c2ccccc2)C1 (stereo not given)	7	7	-8	0	0.93	-7	1.1	1
(listing goes on)
SMILES	hIAP inh	APOBEC3A inh	HKDC1 inh	PfG6PD inh	hIAP act	mIAP inh	mIAP activ	ATG4B inhibitor
COc1ccc(NC(=O)COc2cccc3c2CCN(C)C3=O)c(OC)c1	-16	-4	-7	12	1.2	-1	1	2
Cc1cc(/C=N/NC(=O)Cn2c3ccccc3c(=O)c3ccccc32)c(C)n1-c1ccccc1	5	-2	-9	2	0.95	5	0.95	35
Cc1ccc(-c2nn(C)c(=O)c3ccccc23)cc1CNC(=O)CSc1nc2ccccc2o1	5	0	1	-11	0.95	-5	1.1	3
N#Cc1nc(-c2ccc(OCc3ccc(Cl)cc3)cc2)oc1NCc1cccnc1	-2	2	-6	5	1	-1	1	-2
Cn1c(CNC(=O)Nc2ccccc2Cl)nnc1SCc1ccccc1	-6	0	1	-14	1.1	-6	1.1	-8
COc1ccc(-n2c(C)nc3c(cnn3-c3ccc(C)cc3)c2=O)cc1	-6	-4	5	-3	1.1	6	0.94	4
CCNC(=O)CC1C(=O)N(c2ccc(C)cc2)C(=O)N1CCC(C)C (stereo not given)	1	-4	0	13	0.99	6	0.94	-4
COc1ccc(/C=C/C(=O)OCC(=O)N2CCc3ccccc32)cc1	9	-1	-9	-6	0.91	-1	1	0
CCOC(=O)c1c(NC(=O)c2cccs2)sc2c1CC(C)(C)OC2	-2	0	0	15	1	-7	1.1	-3
CC1(c2nnc(Cc3ccccc3)o2)CC(c2c(Cl)cccc2Cl)=NO1 (stereo not given)	2	-2	1	-6	0.98	5	0.95	8
CCc1ccc(C(=O)NNc2cc(Cl)ccc2Cl)cc1	-4	1	-5	4	1	-14	1.1	0
O=C(CNS(=O)(=O)c1cccc2nsnc12)NC1CCCCC1	3	1	-3	4	0.97	7	0.93	-4
